HCMV inh = qHTS Assay for inhibitors of the human cytomegalovirus (HCMV) | AID 1259415, 2018 | 410,000 compounds, 4.5% hits | activity change, negative = inhibition, % at 57.5 µM | HFF cells, HCMV-luciferase reporter, 72 h; hits give low values; in the data active = activity change below about -60%; inconclusive = no clear call, values can overlap the other calls; inactive = above about -39%
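Two-dose cell screen: HFF monolayers treated with compounds and infected with luciferase-expressing HCMV at 1 PFU/cell, 72 h at 37C, then lysed for luciferase measurement.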
Giardia FBPA inh = qHTS Assay for Inhibitors of Fructose-1,6-bisphosphate Aldolase from Giardia Lamblia | A8B2U2 | purified Giardia FBPA | Potency, µM (series often up to 59.6 µM), for the others: at the top dose activity, negative = inhibition, hits mostly inhibitors | 290,000 compounds, 0.71% hits | AID 2451, 2010; also: potency is read from the fitted curve at half-maximal effect; nearly all actives have a fitted effect of over 55% in size
Target sequence (A8B2U2 whole entry, looked up): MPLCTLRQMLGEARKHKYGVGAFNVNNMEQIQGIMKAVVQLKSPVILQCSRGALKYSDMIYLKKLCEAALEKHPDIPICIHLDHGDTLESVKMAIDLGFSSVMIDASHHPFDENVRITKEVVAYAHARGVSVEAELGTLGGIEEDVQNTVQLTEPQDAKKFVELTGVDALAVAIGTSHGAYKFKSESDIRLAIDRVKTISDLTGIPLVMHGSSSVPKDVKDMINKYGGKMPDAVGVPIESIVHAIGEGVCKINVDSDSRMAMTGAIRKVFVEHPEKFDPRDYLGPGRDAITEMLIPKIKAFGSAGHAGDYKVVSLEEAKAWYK
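40 nM FBPA preincubated 10 min at RT with compound (up to 57.5 uM final), then substrate plus GAPDH/TPI/NAD/arsenate coupling and diaphorase/resazurin added. Fluorescence read after 20 min at RT, 525/598 nm.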
AmpC detergent = qHTS Inhibitors of AmpC Beta-Lactamase (assay with detergent). AmpC hydrolysis of nitrocefin, absorbance 480 nm, 0.01% Triton. AID 485294, 2010. 370,000 compounds, 0.041% hits. Potency, µM (top dose mostly 114 µM), inactives show top-dose activity change, negative = inhibition, most hits filed as inhibitors;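 also: potency is read from the fitted curve at half-maximal effect; 0% = no-compound wells and -100% = no-enzyme wells; nearly all actives have a fitted effect of over 25% in size; some results filed as inactive show a strong effect at the top dose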
Target sequence (P00811 whole entry, looked up): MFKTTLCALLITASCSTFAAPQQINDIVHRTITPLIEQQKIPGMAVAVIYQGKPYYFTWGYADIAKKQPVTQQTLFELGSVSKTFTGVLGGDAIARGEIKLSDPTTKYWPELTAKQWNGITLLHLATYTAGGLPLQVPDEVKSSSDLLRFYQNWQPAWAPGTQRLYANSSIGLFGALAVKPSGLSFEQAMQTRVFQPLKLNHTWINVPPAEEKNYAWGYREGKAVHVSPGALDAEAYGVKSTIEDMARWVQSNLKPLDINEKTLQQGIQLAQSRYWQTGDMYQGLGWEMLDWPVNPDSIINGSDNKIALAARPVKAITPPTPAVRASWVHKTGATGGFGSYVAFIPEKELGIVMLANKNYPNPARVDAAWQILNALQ
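20 mM phosphate pH 7.0 + 0.01% (detergent screen) or 0.0001% Triton X-100; 5.3 nM AmpC reagent; cpd preinc 15 min RT; nitrocefin (800 uM stock) to start; A480 q20 s × 4 min; Activity was normalised to no-enzyme and no-compound control wells.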
HCV inhibitor = qHTS Assay for Inhibitors of Hepatitis C Virus (HCV); AID 651820, 2012; Huh7.5.1 HCVcc-Cre infection, luciferase reporter, 44 h; Potency, µM (doses to about 41.8 µM), for inactives: at the highest dose activity change, negative = inhibition, hits mostly inhibitors; 340,000 compounds, 3.4% hits; also: potency is read from the fitted curve at half-maximal effect
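Antiviral activity was scored by luciferase reporter output from cells infected with HCVcc-Cre (~0.5 moi) in presence of compound, 44 h infection period, cells seeded 1,000/well 4 h prior.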
AMA1 RON2 block = qHTS for Inhibitors of AMA1-RON; Towards Development of Antimalarial Drug Lead: Primary Screen. Plasmodium falciparum AMA1 (3D7) - RON2 peptide interaction. AlphaScreen AMA1-biotinylated RON2 peptide binding. Potency, µM (doses to about 58.2 µM), for inactives: top-dose activity change, negative = inhibition, actives largely listed as inhibitors. 360,000 compounds, 0.2% hits. AID 720542, 2013;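 also: potency is read from the fitted curve at half-maximal effect; 0% = vehicle wells and -100% = peptide control; nearly all actives have a fitted effect of over 45% in size; some results filed as inactive show a strong effect at the top dose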
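AMA1 (3D7) with his tag at 25 nM final met compounds first, then biotinylated RON2 peptide at 25 nM; detection used donor plus acceptor beads, 10 µg/mL apiece, read by AlphaScreen after 30 min at room temperature.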
Sm TGR inh = qHTS Assay for the Inhibitors of Schistosoma Mansoni Peroxiredoxins. AID 485364, 2010. Potency, µM (titrated, usually from 114 µM), without a hit: at the highest dose activity change, negative = inhibition, actives largely listed as inhibitors. purified TGR, DTNB reduction, TNB absorbance 405 nm. Schistosoma mansoni thioredoxin glutathione reductase (TGR), Q962Y6. 360,000 compounds, 3% hits; also: potency is read from the fitted curve at half-maximal effect; nearly all actives have a fitted effect of over 60% in size
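First, TGR (20 nM dispensed) and NADPH were mixed with compound. Second, a 15 min room-temperature incubation followed. Third, further NADPH and then DTNB were added to start the reaction. Finally, TNB absorbance was monitored kinetically.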
* hit, by the source's call; ? = inconclusive; nt = not tested or not shown; & = joins results of further samples; [ ] = another dose, or the depositor's remark. Unless noted, calls follow the shape of the dose curve; as a rule, active = well fitted curve in the direction sought with a large enough effect; inconclusive = small, poorly fitted or top-dose-only effect, or another doubt; inactive = no such curve, though single readings can be large; an effect the other way counts as inactive or inconclusive. Unless noted, % is scaled to controls: 0 for no effect and ±100 for the full control effect. Hits appear at their usual frequency; overall some 9.3% were active at least once.

No.	smiles	HCMV inh	Giardia FBPA inh	AmpC detergent	HCV inhibitor	AMA1 RON2 block	Sm TGR inh
1	Cc1ccc(S(=O)(=O)N2C[C@@H]3[C@H]4CC[C@H](C4)[C@@H]3[C@@H](C)[C@@H]2C2CCCCC2=O)cc1 (some centres not stated)	?	nt	nt	-13%	-1%	nt
2	O=C(CCc1ccccc1)c1c(O)cc(O)cc1O	12	-10%	4%	-6%	-1%	6%
3	Cc1ccccc1C[C@H](C(=O)O)N1C(=O)c2ccc(C(=O)O)cc2C1=O	nt	5%	?	nt	nt	9%
4	N/C(Cn1cncn1)=N\OC(=O)c1ccc(Cl)cc1Cl	-26	4%	7%	30%[activator]	19%	22%
5	Cc1ccc(COc2ccc(-c3nnco3)cc2)cc1	26	13%	-12%	3%	8%	-7%
6	CCc1ccc(NS(=O)(=O)c2[nH]ncc2C(=O)OC)cc1	-19	nt	14%	nt	nt	2%
7	Cc1ccc(-n2c(Cn3c(C)nc4ccccc43)n[nH]c2=S)cc1	29	-25%	6%	7%	10%	5%
8	CCC(Sc1ncc(S(=O)(=O)c2ccc(Cl)cc2)c(=O)[nH]1)C(=O)Nc1ccc(OC)cc1 (configuration not stated)	4	nt	7%	nt	nt	-5%
9	O=C(COc1ccc(-n2cnnn2)cc1)Nc1ccc(F)c(F)c1	-32	nt	nt	15%	13%	nt
10	Cc1nnc(C)n1/N=C/c1cccc([N+](=O)[O-])c1	44	3%	-15%	2%	-14%	8%
11	CCCS(=O)(=O)n1nc(-c2ccc(OC)cc2OC)cc1N	-1	-2%	?	3%	-3%	10%
12	COc1ccc(C(=O)N2CCN(C3CCCCC3)CC2)c(OC)c1	2	-2%	?	nt	6%	4%
13	CCn1cc(C(=O)N2CCN(c3ccccc3)CC2)c(=O)c2cc(S(=O)(=O)N3CCOCC3)ccc21	-4&-6	nt	-3%&-4%	8%	7%	-7%&-4%
14	O=C(Nc1ccc(NC(=O)C2CC2)nc1)c1ccccc1F	36	0%	2%	-5%	-7%	-10%
15	CN(C)Cc1c(O)ccc2ccccc12	30	-22%	9%	-1%	-4%	1.1µM*
16	O=C(N/N=C/c1ccccn1)c1cccnc1	-28	4.5µM*	3%	9%	73%[activator]	5%
17	COc1ncc(C2=CC(=O)CC(C)(C)C2)cn1	-5	nt	-2%	11%	-16%	-10%
18	Nc1ccc(Cl)c(S(=O)(=O)Nc2ccccc2Cl)c1	-21	-6%	-12%	7%	-19%	-5%
19	Cc1ccc(S(=O)(=O)NC(C)C(c2cccs2)N2CCOCC2)cc1 (configuration not stated)	3	5%	-3%	4%[8.37 µM]	-11%	1%
20	CCC(=O)Nc1ccc(C(=O)N/N=C/c2cccnc2)cc1	-6	2%	-3%	26%	-5%	3%

In a second layout: 2 of the compounds above.
Value order – HCMV inh | Giardia FBPA inh | AmpC detergent | HCV inhibitor | AMA1 RON2 block | Sm TGR inh
11: CCCS(=O)(=O)n1nc(-c2ccc(OC)cc2OC)cc1N
    -1 | -2% | ? | 3% | -3% | 10%
12: COc1ccc(C(=O)N2CCN(C3CCCCC3)CC2)c(OC)c1
    2 | -2% | ? | nt | 6% | 4%

(next part)
No.	smiles	HCMV inh	Giardia FBPA inh	AmpC detergent	HCV inhibitor	AMA1 RON2 block	Sm TGR inh
21	Cc1ccc(C)c(N2CCN(C(=O)CCc3nc(-c4ccccc4F)no3)CC2)c1	18	nt	nt	14%	-4%	nt
22	O=C(O)/C=C/C(=O)c1c(-c2ccccc2)[nH]c2ccccc12	1	-2%	-7%	3%	5%	25µM*
23	CCn1c(NC(C)=O)nc2ccccc21	-14	-7%	-2%	12%	43%[activator]	2%
24	Cc1cccn2c(=O)c3cc(C(=O)NCc4ccco4)c(=N)n(CCOCCO)c3nc12	nt	-9%	-7%	-11%	-14%	-2%
25	Cc1nn(C)c(C)c1/C=C1/CC2C3CC=C4CC(O)CCC4(C)C3CCC2(C)C1=O (configuration not stated)	61	20%	1%	9%	?	-8%
26	O=S(=O)(CCN1CCOCC1)c1ccc(Oc2ccc(S(=O)(=O)CCN3CCOCC3)cc2)cc1	-65*	9%	0%	3.5µM*	-1%	-16%
27	CCOC(=O)c1cc(CC)sc1NC(=O)C1CC(=O)NN1Cc1ccccc1 (configuration not stated)	23	2%	0%	5.6µM*	5%	-1%
28	Cc1cccc(C(=O)N[C@H](C(=O)Nc2nc3ccccc3[nH]2)C(C)C)c1	-81*	-12%	0%	-24%	59%[activator]	-2%
29	Cn1c(O)c(C=Nc2ccccc2-c2ccccc2)c(=O)n(C)c1=O	-14	-4%	3%	1%	7%	11%
30	Cc1nc(COc2ccc(C(=O)NCc3ccccc3CN3CCCCC3)cc2)cs1	-39	nt	-4%	?	-3%	-12%
31	CCOc1ccc(CCNC(=O)CN2CCN(Cc3ccccc3F)C2=O)cc1OCC	-3	-4%	?	11µM*	0%	16%
32	CC(C)COc1ccc(C(=O)OCCN2CCOCC2)cc1	59	1%	2%	-3%	-24%	0%
33	C[C@@]12C(=O)N(Cc3ccc(-c4ccccc4)cc3)CC(=O)N1[C@H](/C=C/c1ccccc1)[C@@H]1C(=O)N(c3ccccc3)C(=O)[C@@H]12	38	5%	-13%	9%	10%	-14%
34	C/C(N)=C(/C#N)C(=O)COC(=O)CCS(=O)(=O)c1ccccc1	-17	8%	-1%	-2%	-3%	?
35	Cc1ccc(-n2c(C)cc(C(=O)CN3C(=O)C(=O)N(C4CCCC4)C3=O)c2C)cc1	-4	-4%	2%	10%	-29%	0%
36	COc1ccc(-c2nc3nc(N)nn3cc2C)cc1F	-1	-5%	5%	-6%	4%	22%
37	Cc1cc(Cl)ccc1OCCCC(=O)N1CCCCC1	-13	2%	2%	-10%	6%	-8%
38	CCCC(=O)Nc1nnc(S(=O)(=O)N(CC)c2ccccc2)s1	-5	8%	0%	7%	0%	2%
39	O=C(CCC(=O)OCCCC(F)(F)C(F)(F)F)NC1CCCCC1	7	7%	-4%	8%	-6%	-10%
40	CCc1ccc(S(=O)(=O)Nc2c(NC3CCCCC3)c3ccccc3oc2=O)cc1	nt	nt	-1%	?	-5%	1%
41	Cc1cc(F)ccc1NC(=O)c1sc2nc(-c3cccs3)ccc2c1N	-17	nt	11%	nt	nt	11%
42	CCN(Cc1ccncc1)Cc1c(O)ccc2ccccc12	-26	?	-11%	-4%	-7%	0.71µM*
43	CC(C)c1nc2c([nH]1)c(=O)n(C)c(=O)n2C	29	-2%	?	24%	3%	12%
44	O=C(NCc1n[nH]c(=S)n1-c1ccc(Cl)c(Cl)c1)c1ccco1	-13	nt	-5%	25%	31%[activator]	-20%
45	COC(=O)c1c(-c2ccccc2)csc1NC(=O)c1c(-c2ccccc2)noc1C	-79*	0%	2%	?	-17%	3%
46	CC(=O)Nc1c(Nc2ccccc2)c2ccccc2oc1=O	-25	0%	-7%	18%	11%	5%
47	Oc1ccccc1CN1CCCN(Cc2ccccc2O)C1	16	10%	6%	8.9µM*	30%[activator]	-1%
48	O=C(NNC(=S)Nc1ccccc1)c1cc(Br)ccc1Cl	40	nt	-11%	6%	74%[activator]	-1%
49	COc1cc(/C=N/NC(=O)C2CCN(CC(O)COCc3ccccc3)CC2)cc(OC)c1OC (configuration not stated)	144	1%	5%	6%	10%	1%
50	COCCn1c(SCc2ccc(F)cc2)nc2ccccc2c1=O	-17	nt	2%	?	25%	4%
51	Cc1cccc(-c2ncc(CN3CCN(CC(C)C)C(CCO)C3)cn2)c1 (configuration not stated)	37	-2%	-6%	-16%	0%	-13%
52	FC(F)(F)c1cccc(NC(=S)N2CCCC2)c1	nt	-11%	0%	24%	11%	2%
53	Cc1nc(Nc2ccccc2)sc1C(=O)c1ccccc1	50	1%	-5%	-11%	-6%	-13%
54	CCN(Cc1ccccc1OC)CC1CCCN(CCc2cccc(OC)c2)C1 (configuration not stated)	42	2%	-18%	?	-9%	0%
55	O=C(Nc1cccnc1)c1ccc(COc2ccccc2Br)cc1	-25	0%	-9%	?	3%	-1%
56	Cc1cccc(N2CCN(C(=O)c3cccc(N4C(=O)C5C6C=CC(C6)C5C4=O)c3)CC2C)c1 (configuration not stated)	-18	5%	-6%	?	1%	-18%
57	CCCCCCOC(=O)Cc1c(C)nc(-c2ccccc2)[nH]c1=O	5	8%	-8%	8%	6%	11%
58	COc1ccc(S(=O)(=O)NCCc2cn3ccsc3n2)cc1	?	nt	3%	nt	nt	-10%
59	CSc1ccccc1NC(=S)Nc1cccc(C(F)(F)F)c1	-31	-23%	-13%	?	17%	-25%
60	Cc1ccc(NS(=O)(=O)N2CCCCC2)cc1	-19	nt	nt	7%	3%	nt
61	COc1ccc(CCNC(=O)Nc2cc(F)c(F)cc2Cl)cc1OC	29	-1%	3%	?	-4%	4%
62	Nc1c(C(=O)N/N=C/c2ccc([N+](=O)[O-])cc2)sc2nnc(-c3ccccc3)c(-c3ccccc3)c12	nt	2%	6%	-7%	-8%	8%
63	Cn1c(SCC(=O)NCc2ccc3c(c2)OCO3)nnc1-c1c[nH]c2ccccc12	-33	0%	-12%	-2%	-5%	1%
64	Nc1c(N(Cc2ccccc2)C(=O)COc2cccc(Cl)c2)c(=O)[nH]c(=O)n1Cc1ccccc1	-78*	nt	?	?	0%	3%
65	CN1C(=O)C2(Nc3ccccc3-c3nc4ccccc4n32)c2ccccc21 (configuration not stated)	-20	8%	-3%	-7%	-2%	-1%
66	CC(C)(C)OC(=O)N1CCC(N2CCN(Cc3ccccc3)C(=O)C2=O)CC1	16	nt	13%	nt	nt	6%

Gathered by group: those above with a CF3 group (three)
No.	smiles	HCMV inh	Giardia FBPA inh	AmpC detergent	HCV inhibitor	AMA1 RON2 block	Sm TGR inh
39	O=C(CCC(=O)OCCCC(F)(F)C(F)(F)F)NC1CCCCC1	7	7%	-4%	8%	-6%	-10%
52	FC(F)(F)c1cccc(NC(=S)N2CCCC2)c1	nt	-11%	0%	24%	11%	2%
59	CSc1ccccc1NC(=S)Nc1cccc(C(F)(F)F)c1	-31	-23%	-13%	?	17%	-25%

Quoted from the listing.
Giardia FBPA inh, `CN(C)Cc1c(O)ccc2ccccc12` stands at -22%
AmpC detergent, `CCC(Sc1ncc(S(=O)(=O)c2ccc(Cl)cc2)c(=O)[nH]1)C(=O)Nc1ccc(OC)cc1` (configuration not stated) stands at 7%

Record cards (already shown). Screens in order: HCMV inh	Giardia FBPA inh	AmpC detergent	HCV inhibitor	AMA1 RON2 block	Sm TGR inh
CN1C(=O)C2(Nc3ccccc3-c3nc4ccccc4n32)c2ccccc21 (configuration not stated) in the list: -20	8%	-3%	-7%	-2%	-1%
Cn1c(SCC(=O)NCc2ccc3c(c2)OCO3)nnc1-c1c[nH]c2ccccc12 in the list: -33	0%	-12%	-2%	-5%	1%
